Screening results (PubChem BioAssay)
FBA Mtb inh: inhibits M. tuberculosis FBA enzyme; P9WQA3; purified M. tuberculosis FBA, fluorescence read-out; inhibition, % at 1 µM; 360,000 tested, 2.3% active; in the data active = inhibition above about 27%;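 also: 0% = vehicle and 100% = reference inhibitor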
Target sequence (P9WQA3 whole entry, looked up): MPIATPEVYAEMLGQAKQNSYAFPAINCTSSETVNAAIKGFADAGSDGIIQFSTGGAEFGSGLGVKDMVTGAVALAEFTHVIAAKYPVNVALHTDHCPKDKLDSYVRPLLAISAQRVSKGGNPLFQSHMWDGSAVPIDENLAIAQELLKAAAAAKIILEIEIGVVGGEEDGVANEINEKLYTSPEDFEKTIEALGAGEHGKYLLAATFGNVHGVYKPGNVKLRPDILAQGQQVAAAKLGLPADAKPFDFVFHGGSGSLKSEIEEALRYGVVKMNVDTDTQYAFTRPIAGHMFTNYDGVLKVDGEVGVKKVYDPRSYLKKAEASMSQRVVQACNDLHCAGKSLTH
Mtb UGM inh: inhibitors of M. tuberculosis UDP-galactopyranose mutase; 320,000 tested, 0.06% active; inhibition, % at 10 µM; purified UGM, fluorescence polarization probe displacement; AID 504406; P9WIQ1; in the data active = inhibition above about 10%, passing the limit was not always enough
Target sequence (P9WIQ1 whole entry, looked up): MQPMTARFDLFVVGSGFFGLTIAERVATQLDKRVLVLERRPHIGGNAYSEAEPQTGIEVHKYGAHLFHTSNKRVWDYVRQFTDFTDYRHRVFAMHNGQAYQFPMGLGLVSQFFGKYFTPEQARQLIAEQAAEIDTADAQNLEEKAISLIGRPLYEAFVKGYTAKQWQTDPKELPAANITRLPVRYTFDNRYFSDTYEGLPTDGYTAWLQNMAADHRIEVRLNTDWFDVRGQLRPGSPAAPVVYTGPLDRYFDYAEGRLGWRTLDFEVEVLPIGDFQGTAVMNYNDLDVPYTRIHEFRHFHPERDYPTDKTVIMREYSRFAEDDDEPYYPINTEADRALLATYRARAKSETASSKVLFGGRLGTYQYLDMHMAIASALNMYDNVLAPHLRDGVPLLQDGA
BoNT-F LC inh: BoNT F light chain protease inhibition; Multiplex microsphere protease cleavage assay, flow cytometry; AID 588497; 360,000 tested, 0.22% active; inhibition, % at 10 µM; in the data active = inhibition above about 35%, passing the limit was not always enough; also: plate controls were buffer without enzyme for full effect and enzyme alone for no effect
PrPC TRFRET: cell surface PrPC inhibition, primary TR-FRET screen; P04156; TR-FRET read-out; inhibition, % at 13.8 µM; 370,000 tested, 0.43% active; in the data active = inhibition above about 24%; also: 0% = median of the test wells and 100% = reference compound wells
MazEF act: MazEF (E. coli) toxin RNase activation | activation, % at 20 µM | 350,000 tested, 0.32% active | FAM/BHQ RNA-DNA oligo cleavage fluorescence, 5 h | P0AE70; in the data active = activation above about 50%
Target sequence (P0AE70 whole entry, looked up): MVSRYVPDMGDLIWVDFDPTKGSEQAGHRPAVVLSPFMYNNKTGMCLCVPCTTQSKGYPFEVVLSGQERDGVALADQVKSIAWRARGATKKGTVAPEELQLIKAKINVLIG
FadD28 FP inh: M. tuberculosis FadD28 bisubstrate binding inhibition; FadD28 bisubstrate probe binding, fluorescence polarization; inhibition, % at 12.5 µM; 360,000 tested, 0.22% active; AID 588549; in the data active = inhibition above about 8.5%, passing the limit was not always enough
GDH-TPI inh: counter-screen for M. tuberculosis FBA inhibitors: GDH-TPI coupled enzymes | GDH-TPI coupled enzyme counterscreen, NADH absorbance | 360,000 tested, 1.2% active | AID 588335 | inhibition, % at 4.8 µM; in the data active = inhibition above about 30%;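 also: 0% = DMSO wells and 100% = wells lacking the enzyme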
Rv3671c inh: inhibitors of M. tuberculosis serine protease Rv3671c; 320,000 tested, 0.048% active; inhibition, % at 5.96 µM; in the data active = inhibition above about 38%;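 also: extracellular domain of Rv3671c used as enzyme; 0% = enzyme with DMSO and 100% = no enzyme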
BioA inh: blocks M. tuberculosis BioA enzyme activity | purified M. tuberculosis BioA enzyme, plate reader | AID 602481 | inhibition, % at 9.99 µM | 360,000 tested, 0.096% active; in the data active = inhibition above about 40%
Starred values were filed as active, the others as inactive; x = not tested or not shown; & = joins results of further samples. This is a random part of the collection; 4.8% or so of the library scored in one or more.

mol	FBA Mtb inh	Mtb UGM inh	BoNT-F LC inh	PrPC TRFRET	MazEF act	FadD28 FP inh	GDH-TPI inh	Rv3671c inh	BioA inh
COc1ccc(N(CC(=O)NCc2ccco2)C(=O)CCC(=O)Nc2nccs2)c(OC)c1	1	1.4	-9	10	-20	-0.6	4	-3	x
CC(C)(C)c1nnc(NC(=O)CN2C(=O)C3C4C=CC(C4)C3C2=O)s1 (stereo not given)	5	4.2	6	-2	-2	-2.5	0	-12	0.1
COc1ccc(CC(O)COS(N)(=O)=O)cc1 (stereo not given)	2	-0.2	5	0	13	-0.9	5	-3	-2.8
CCCC(=O)N1CCc2cc(-c3nc(N)sc3C)ccc21	4	2.8	7	0	1	1.9	7	-3	-0.1
O=C(O)c1c[nH]c2ccc(F)cc2c1=O	-3	1.1	-7	8	9	-0.4	2	-14	-1.9
CCOC(=O)c1sc2nc(NC(=O)C3CC3)sc2c1C	0	-0.2	2	-4	1	-2.2	23	-7	-0.9
FC(F)(F)C1CCCN(c2nsc3ccccc23)C1 (stereo not given)	-2	-3.9	7	x	3	-4.3	-10	-4	-1.5
Cn1c(SCC(=O)Nc2ccccc2)nnc1-c1ccc(NC(=O)CCc2ccccc2)cc1	1	-0.4	6	2	11	-4.1	5	-1	-1.6
O=C(Nc1cccc(Cl)c1)N1CCN(C/C=C/c2ccccc2)CC1	2	-1.6	-3	-4	-1	-4.3	3	-2	x
Cc1cc(C)c2c(n1)sc1c(=O)[nH]c(SCc3ccccc3)nc12	-3	-1.2	7	0	-4	-1.9	5	-9	-0.2
Cc1ccc(-c2ccc(/C=C(\C#N)C(N)=S)o2)c([N+](=O)[O-])c1	-7	x	-6	-12	10	1.0	5	x	x
CN1C(=O)N(C)C2(c3ccccc3)NNC(N)=NC12c1ccccc1 (stereo not given)	1	1.1	x	1	-3	-4.0	-3	3	-1.1
C[C@H](CO)N1C[C@H](C)[C@@H](CN(C)Cc2cccc3c2OCCCO3)OCc2cnnn2CCCC1=O	-4	x	0	-3	-25	-2.9	0	x	0.7&0.2
CC(C)OCCCn1c(NN)nc2ccccc2c1=O	4	0.5	-3	-5	-27	-1.5	-1	9	x
Cc1nc2ccccn2c1C(=O)NNS(=O)(=O)c1ccc(Cl)cc1	0	-0.2	6	13	11	-2.9	9	3	x
Cc1ccc(C(=O)Cn2nnc(-c3cccs3)n2)cc1	0	1.7	-2	-2	-7	-4.6	-2	-5	x
COc1ccccc1C1N(c2ccc(F)cc2)C(=O)C2CCCN21 (stereo not given)	2	2.1	6	9	0	-4.0	-8	-6	x
CCOc1ccc(-n2c(N)c(-c3nc4ccccc4[nH]3)sc2=S)cc1	-6	-2.6	-7	6	12	-0.6	5	3	2.8
COc1ccccc1N1CCN(Cc2cc(=O)oc3cc(C)ccc23)CC1	-2	x	-6	0	x	0.7	x	x	-1.2
CCOC(=O)C1C(=O)NC(SCC(=O)OC)=C(C#N)C1c1ccccc1OCC (stereo not given)	0	-3.2	1	x	-2	0.5	23	6	x
Cc1ccc(S(=O)(=O)N2[C@@H](c3ccccc3)C(C(=O)O)=CC[C@H]2c2cccc(Cl)c2)cc1	0	1.5	-2	-2	2	0.2	-9	2	1.3
CN1Cc2c(N3CCOCC3)nc3sc(C(=O)c4ccc(Br)cc4)c(N)c3c2CC1(C)C	-1	-1.1	x	-22	-5	-0.4	18	13	0.4
CCOC(=O)c1oc2ccccc2c1NC(=O)c1ccccc1OC	0	-2.8	0	-22	-1	-1.5	6	-4	x
COc1ccccc1-n1c(SCC(=O)Nc2cccc(C(=O)O)c2)nnc1-c1ccccc1C	-2	4.5	1	-3	1	-3.1	6	1	1.0
COc1cccc(CNC2CCCCCCC2)c1OC	0	1.3	-33	0	6	-2.8	0	0	-2.3
Cc1ccc(-c2nc(C(=O)NC3CCCCCC3)no2)cc1	1	0.7	-5	4	5	-2.5	2	3	-0.1
COc1ccc([N+](=O)[O-])cc1NCC(=O)c1ccc(C)cc1	4	0.2	3	-9	1	1.1	8	1	-0.8
CCN(CC)CCCNc1ncnc2ccccc12	-4	-2.5	-17	2	11	-2.7	-9	-1	-1.2
CCN1CCN(Cc2ccc(NC(=O)c3cc(NC(=O)c4cc(C)on4)cc(OC)c3)cc2C(F)(F)F)CC1	-4&0	-1.3	-14&-13	-10	14&5	-15&-20	10&-13	-8	2.5&5.7
CSc1nncc(/C(C)=N\Nc2ccccc2C)n1	-2	1.8	6	0	47	0.4	4	-5	-1.8
O=C(COC(=O)Cc1ccccc1F)Nc1ccccc1[N+](=O)[O-]	-2	-6.0	-1	-20	-7	x	-5	-3	-0.9
COc1ccc(NC(=O)Nc2nnc(-c3ccccc3SCc3ccccc3)s2)cc1	0	1.3	4	6	-12	-3.4	8	11	-1.8
COc1ccccc1NC(=S)NCCC(c1ccccc1)c1ccccc1	-3	1.0	2	-1	3	-7.6	-8	0	x
Cc1ccc(C)c(N2CCN(S(=O)(=O)c3cc4c(cc3C)NC(=O)CO4)CC2)c1	1	4.8	-4	-9	-20	-3.6	3	-1	-0.5
O=C(COc1ccc(Cl)cc1)NCc1nnc2c3ccccc3c(-c3ccccc3)nn12	1	-1.0	-3	-2	1	-2.4	8	-6	x
COc1ccc(S(=O)(=O)N2CCOCC2)cc1NC(=O)COC(=O)C1=COCCO1	-4	-1.2	-1	-2	-1	-1.8	2	-1	x
CCOc1ccc(CCNC(=O)c2nnc(Cc3ccc(F)cc3)o2)cc1OCC	0	0.8	-3	0	10	-3.3	2	0	0.3
O=C(NCCCN1CCOCC1)C(=O)NCC1OCCN1S(=O)(=O)c1cc(F)ccc1F (stereo not given)	-1	-1.6	-6	-5	1	-3.0	1	2	-0.7
CC(C)CN1CCNC(=O)C1CC(=O)N(C)CC1CCOCC1 (stereo not given)	91*	0.0	-4	2	2	-4.9	-7	-1	-0.9
COc1ccc(C(CNS(=O)(=O)c2cccc(F)c2)N2CCCC2)cc1 (stereo not given)	-4	-1.3	-3	-12	4	-4.8	-8	-11	-1.6
CC[n+]1c(C=C2C=C(C)OC(C)=C2)sc2ccccc21	-38	x	-4	-6	20	-0.3	2	x	x
COc1ccc(S(=O)(=O)N2CCCCCC2)cc1NC(=O)Cc1cccc(C(F)(F)F)c1	-2	x	2	3	6	-4.5	1	x	-1.1
Fc1cnc(N2CCOCC2)nc1N1CCOCC1	4	0.5	-2	-3	7	-3.7	-5	-8	x
CCCCN(CC)C(=O)c1cc2c(=O)[nH]c3ccc(C)cc3c2s1	12	-0.5	-9	-5	9	-2.0	9	x	4.2
COc1ccnc(Oc2ccc(C)cc2)c1C#N	-2	-1.1	-5	-4	-8	-10	6	-6	2.0
Cc1cccc(NC(=O)CCSc2ccccn2)c1	-2	0.4	-26	2	7	-1.3	12	8	x
Cc1occc1C(=O)NCCCCc1ccccc1	3	-0.6	-18	5	2	-1.2	2	2	1.6
O=C(NCCC(=O)N(CCc1ccccc1)Cc1ccccc1)c1ccccc1Cl	-1	0.5	-1	4	5	-2.8	-3	12	-0.5
COc1cc2c(cc1OC)C(c1cccs1)N(C(=O)C(C)C)CC2 (stereo not given)	-2	3.2	7	-1	8	-3.2	5	6	0.0
COc1ccc(/C=c2\sc3nc(=O)c(C)nn3c2=O)c(OC)c1	6	4.0	-2	-6	-133	-2.5	2	5	x

More compounds.
mol	FBA Mtb inh	Mtb UGM inh	BoNT-F LC inh	PrPC TRFRET	MazEF act	FadD28 FP inh	GDH-TPI inh	Rv3671c inh	BioA inh
COc1cc(/C=C2\SC(=S)N(CCCCC(=O)O)C2=O)ccc1OS(=O)(=O)c1ccc(C)cc1	-6	4.5	1	-1	-22	24*	6	-12	3.9
CCOC(=O)C1CCCN(C2CCN(Cc3nc(Cc4ccccc4)no3)CC2)C1 (stereo not given)	1	0.5	2	-9	-8	-0.5	-5	5	x
COc1ccc(CNC(=O)C2Cc3c(-c4ccccc4Oc4ccccc4)ccnc3O2)cc1OC (stereo not given)	0	x	-4	9	x	-1.3	7	x	0.0
Cc1cc(/C=N/NC(=O)c2ccoc2C)cc(C)c1O	-3	x	-9	-5	8	-0.5	27	x	-0.4
c1csc(-c2cc(N3CCCCC3)c3ccccc3n2)c1	3	0.5	-3	-6	-16	1.2	13	-4	-1.1
CC1CC(=O)NC(=O)N1Cc1ccccc1 (stereo not given)	-2	x	-8	2	1	-3.0	-2	x	-0.6
Cc1ccnc(NS(=O)(=O)c2ccc(NS(C)(=O)=O)cc2)n1	-4	-0.4	-6	-4	3	0.3	-6	-2	-1.9
O=c1c2ccccc2nc(SCCN2CCOCC2)n1CCc1ccccc1	0	1.9	-3	-8	7	-4.2	1	-2	x
CC/C(O)=C(\C#N)c1nnc2n1CCCCC2	-1	0.3	1	-6	8	-0.7	-6	5	0.4
CN(C)c1cccc(CNC(=O)c2ccc3nc([C@H]4C[C@H](O)[C@@H](CO)O4)[nH]c3c2)c1	-2	x	-2	-7	x	1.4	6	x	0.6
O=C1CCN(Cc2ccccc2)C(=S)N1	-2	x	3	0	16	-3.4	-3	x	3.0
Cc1ccc2c(c1)c(-c1ccccc1)nc1nncn12	2	4.9	-11	-9	0	-2.8	4	0	5.2
NCc1cccc(-n2cccn2)c1	-1	1.7	-1	-1	3	-0.5	3	5	-4.1
O=C(CN1CCCc2ccccc21)N1CCc2ccccc21	1	-1.3	x	-8	3	-3.4	-9	0	-1.0
CSc1nc(C)cc(OCCNS(=O)(=O)c2ccc(C)cc2)n1	3	-3.1	-7	2	-3	-14	8	2	x
CCN(CC)CC(=O)NN=C(c1ccccc1)c1ccccc1	3	-0.2	-1	3	-10	-2.9	-3	2	-0.2
CC1=CC(=O)C2=C(C)C[C@H](O)[C@@H]3[C@H](OC(=O)[C@H]3C)[C@@H]12	-3	-0.8	4	5	5	-0.4	14	3	0.1
CN(CC(=O)NCCC1=CCCCC1)S(=O)(=O)c1ccc2c(c1)c(=O)n(C)c(=O)n2C	1	-0.3	-3	6	8	-2.5	4	-2	1.9
COc1ccc(CNC(=O)COC(=O)CN2C(=O)C(C)Oc3ccc(C)cc32)cc1 (stereo not given)	1	0.8	-7	-3	6	-0.2	-9	8	0.8
O=C(CSc1nc2ccccc2c(=O)[nH]1)c1cccs1	-1	-4.6	-2	1	0	1.3	5	-6	1.5

Structural class, those above containing a CF3 group
mol	FBA Mtb inh	Mtb UGM inh	BoNT-F LC inh	PrPC TRFRET	MazEF act	FadD28 FP inh	GDH-TPI inh	Rv3671c inh	BioA inh
FC(F)(F)C1CCCN(c2nsc3ccccc23)C1 (stereo not given)	-2	-3.9	7	x	3	-4.3	-10	-4	-1.5
CCN1CCN(Cc2ccc(NC(=O)c3cc(NC(=O)c4cc(C)on4)cc(OC)c3)cc2C(F)(F)F)CC1	-4&0	-1.3	-14&-13	-10	14&5	-15&-20	10&-13	-8	2.5&5.7
COc1ccc(S(=O)(=O)N2CCCCCC2)cc1NC(=O)Cc1cccc(C(F)(F)F)c1	-2	x	2	3	6	-4.5	1	x	-1.1

Next part
mol	FBA Mtb inh	Mtb UGM inh	BoNT-F LC inh	PrPC TRFRET	MazEF act	FadD28 FP inh	GDH-TPI inh	Rv3671c inh	BioA inh
COc1ccc(C2Nc3ccccc3C(=O)N2NS(C)(=O)=O)c(OC)c1 (stereo not given)	28*	1.4	15	-5	3	-3.3	4	1	1.2
COc1ccccc1-c1nc(C#N)c(NCc2ccc(F)cc2)o1	113*	-2.3	4	1	1	-2.4	14	8	2.7
COc1ccc2oc3ccc(OC)cc3c(=O)c2c1	49*	0.7	-4	-7	-3	-2.8	1	10	x
O=C(Cc1cccc(NC(=O)C2CCCN(C(=O)C3CCCCC3)C2)c1)Nc1cccc(C(=O)N2CCCC2)c1 (stereo not given)	0	0.7	-10	8	2	-0.5	9	-6	-1.0
COCCOc1ccc(C(F)(F)F)cc1NC(=O)CN1C(=O)NC2(CCc3ccccc32)C1=O (stereo not given)	-1	-1.0	-3	-9	6	-5.5	1	0	-0.5
CCc1ccc(OCC(=O)Nc2ccc3c(c2)COC3=O)cc1	-5	0.2	7	3	0	-0.3	11	-8	0.3
COC(=O)c1c(NC(=O)Cc2cccs2)sc(C)c1C	0	0.7	-11	-6	-9	-3.8	-3	-7	-0.2
CCOC(=O)c1c(-c2ccccc2)oc2ccc(OC(C)=O)cc12	43*	-1.3	-8	-2	-4	-0.5	10	6	-8.4
